High-throughput results (PubChem BioAssay)
Pin1 inhibitor: qHTS Assay to Find Inhibitors of Pin1. Peptidyl-prolyl cis-trans isomerase NIMA-interacting 1 (Homo sapiens), Q13526. Pin1 FP peptide displacement, HiFluor488, 10 min. Potency, µM (highest dose often 115 µM), inactives show at the highest dose activity, negative = inhibition, usual class: inhibitors. 0.009% of 390,000 active; active = well fitted inhibition curve with a large enough effect in the polarisation, with a control signal flat, not every such curve was filed as active; inconclusive = small, poorly fitted or top-dose-only effect, or effect the other way, or a change in a side signal; inactive = no such curve, though single readings can be large or run the other way; the % refers to the polarisation; note: % is set by controls: 0 for no effect and ±100 for the full control effect
Pol iota inh: qHTS for Inhibitors of Polymerase Iota; Potency, µM (highest dose often 115 µM), inactives show top-dose activity, negative = inhibition, actives largely listed as inhibitors; DNA polymerase iota (Homo sapiens), Q9UNA4; 1% of 390,000 active; AID 588590, 2011; Pol iota fluorescent replication assay, 10 min
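Fluorescent replication assay read twice, at 0 min and 10 min after adding 50 nM (final) substrate. Enzyme (10 nM) and compounds were first incubated 15 min at room temperature; enzyme-free buffer wells were negative controls.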
HP1b binding inh: HTS for Inhibitors of HP1-beta Chromodomain Interactions with Methylated Histone Tails. AlphaScreen HP1-beta / biotin-H3K9me3 peptide binding. Potency, µM (doses to about 114 µM), inactives show at the top dose activity change, negative = inhibition, most hits filed as inhibitors. 0.56% of 390,000 active. AID 540317, 2011; note: nearly all actives have a fitted effect of over 70% in size; inactives centre near 23
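AlphaScreen: HP1-beta (50 nM) preformed 30 min with biotin-H3(1-18)K9me3 peptide (50 nM) in PBS pH 7.4, 0.01% Tween-20. Compound added for 30 min at RT, then streptavidin donor/nickel chelate acceptor beads (10 ug/mL) for 30 min.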
BLM inh: qHTS Assay for Inhibitors of Bloom's syndrome helicase (BLM). 0.2% of 350,000 active. recombinant BLM DNA unwinding, fluorescence dequenching. Potency, µM (series often up to 56.1 µM), for inactives: at the highest dose activity change, negative = inhibition, hits mostly inhibitors. AID 2528, 2010;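 note: plate controls were vehicle for no effect and no enzyme for full effect; nearly all actives have a fitted effect of over 35% in size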
Tb PGK inh: qHTS Assay to Find Inhibitors of Phosphoglycerate Kinase; Phosphoglycerate kinase, glycosomal (Trypanosoma brucei brucei), P07378; PGK/GAPDH coupled, Kinase-Glo luminescence, 60 min; Potency, µM (highest dose often 57.5 µM), for inactives: top-dose activity change, negative = inhibition, actives largely listed as inhibitors; 0.043% of 380,000 active; AID 602233, 2012; note: % is set by controls: 0 for no effect and ±100 for the full control effect; nearly all actives have a fitted effect of over 60% in size
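Recombinant glycosomal PGK reaction used 1,3-bisphosphoglycerate generated in-well by GAPDH (100nM final) in 100mM TEA pH 7.6, 5mM MgCl2, 0.01% Tween-20. After 60 minutes at room temperature, ATP was read by Kinase-Glo Plus luminescence end-point.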
JMJD2A Tudor inh: qHTS Assay for Inhibitors of JMJD2A-Tudor Domain; AID 504339, 2011; AlphaScreen JMJD2A-Tudor / H3K4me3 peptide binding; Lysine-specific demethylase 4A (Homo sapiens), O75164; Potency, µM (top dose mostly 114 µM), for inactives: top-dose activity change, negative = inhibition, most hits filed as inhibitors; 4.4% of 390,000 active; note: % is set by controls: 0 for no effect and ±100 for the full control effect; nearly all actives have a fitted effect of over 50% in size
Target sequence (O75164 whole entry, looked up, the tested form may be a part): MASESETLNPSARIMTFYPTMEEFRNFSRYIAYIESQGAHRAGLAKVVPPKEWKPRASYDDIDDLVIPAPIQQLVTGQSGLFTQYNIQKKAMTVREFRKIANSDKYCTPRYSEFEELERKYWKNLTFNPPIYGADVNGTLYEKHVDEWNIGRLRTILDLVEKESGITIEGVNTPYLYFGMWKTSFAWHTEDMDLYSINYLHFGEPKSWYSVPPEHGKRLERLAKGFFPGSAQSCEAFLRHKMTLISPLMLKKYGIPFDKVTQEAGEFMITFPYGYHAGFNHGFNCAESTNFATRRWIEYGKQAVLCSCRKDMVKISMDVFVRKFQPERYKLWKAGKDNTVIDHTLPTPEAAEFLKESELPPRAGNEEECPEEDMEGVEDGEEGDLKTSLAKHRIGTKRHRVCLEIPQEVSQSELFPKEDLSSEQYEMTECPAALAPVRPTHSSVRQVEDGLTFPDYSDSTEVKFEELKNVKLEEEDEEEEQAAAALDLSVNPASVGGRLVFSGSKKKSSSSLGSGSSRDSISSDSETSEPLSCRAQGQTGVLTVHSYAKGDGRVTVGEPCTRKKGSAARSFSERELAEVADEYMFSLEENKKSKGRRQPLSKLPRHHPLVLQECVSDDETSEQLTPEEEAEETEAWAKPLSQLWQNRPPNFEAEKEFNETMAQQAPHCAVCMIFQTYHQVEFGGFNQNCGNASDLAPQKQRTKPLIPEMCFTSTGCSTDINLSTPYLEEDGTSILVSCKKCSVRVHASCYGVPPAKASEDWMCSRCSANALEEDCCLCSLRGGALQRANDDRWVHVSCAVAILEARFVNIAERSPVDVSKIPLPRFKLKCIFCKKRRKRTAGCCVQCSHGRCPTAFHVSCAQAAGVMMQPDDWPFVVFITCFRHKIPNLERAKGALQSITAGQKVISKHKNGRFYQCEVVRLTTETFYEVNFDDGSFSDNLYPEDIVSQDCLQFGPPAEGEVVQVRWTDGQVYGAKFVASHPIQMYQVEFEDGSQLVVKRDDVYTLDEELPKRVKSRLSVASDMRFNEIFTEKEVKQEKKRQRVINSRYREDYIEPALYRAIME
BAZ2B inh: qHTS Assay for Inhibitors of BAZ2B | AID 504333, 2011 | Potency, µM (doses to about 114 µM), without a hit: top-dose activity change, negative = inhibition, hits mostly inhibitors | 4.4% of 360,000 active | AlphaScreen BAZ2B-H3K14Ac peptide displacement | Bromodomain adjacent to zinc finger domain protein 2B (Homo sapiens), Q9UIF8; note: % is set by controls: 0 for no effect and ±100 for the full control effect; nearly all actives have a fitted effect of over 60% in size
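AlphaScreen displacement of biotin-H3(5-23)K14Ac peptide (50 nM final) from BAZ2B (50 nM final) in PBS pH 7.4, 0.01% Tween-20; complex preformed 30 min RT, then compounds (top 110 uM) 30 min RT, beads 20 min dark.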
G9a inh: qHTS Assay for Inhibitors of Histone Lysine Methyltransferase G9a. Potency, µM (series often up to 102 µM), without a hit: top-dose activity, negative = inhibition, usual class: inhibitors. G9a H3K9 monomethylation, AlphaScreen, 2 h. 8.8% of 350,000 active. Histone-lysine N-methyltransferase EHMT2 (Homo sapiens), Q96KQ7. AID 504332, 2011; note: % is set by controls: 0 for no effect and ±100 for the full control effect; nearly all actives have a fitted effect of over 75% in size
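Step 1: enzyme (final 20 nM) with compound, 15 min RT. Step 2: substrate peptide 500 nM and SAM 20 uM, 2 h RT. Step 3: anti-H3K9me1 antibody and AlphaScreen beads, 10 min, then plate read.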
GLS inhibitor: qHTS for Inhibitors of Glutaminase (GLS) | GLS enzymatic activity, qHTS titration | Potency, µM (highest dose often 45.5 µM), for inactives: at the top dose activity change, negative = inhibition, usual class: inhibitors | 0.21% of 410,000 active | AID 624170, 2012; note: % is set by controls: 0 for no effect and ±100 for the full control effect
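Coupled fluorescence readout: glutamate oxidase/HRP/Amplex Red detect glutamate formed by hKGA from L-glutamine (1 mM solution added). Buffer 45 mM KH2PO4 pH 8.2, 0.02% Tween-20; reads at t0 and 30 min RT.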
The depositor's hits bear a star; [ ] = another dose, or the depositor's remark. Unless noted, calls come from the whole dose curve; as a rule, active = well fitted curve in the direction sought with a large enough effect; inconclusive = small, poorly fitted or top-dose-only effect, or another doubt; inactive = no such curve, though single readings can be large; an effect the other way counts as inactive or inconclusive. Potency is the fitted concentration of half-maximal effect. These rows are one share of the data; count on the stated rates, not on these rows.

CC(=O)N1c2ccc(S(=O)(=O)N3CCC(C(=O)Nc4cccc(C)c4C)CC3)cc2CC1C (stereo unspecified) was read as Pin1 inhibitor -1%, Pol iota inh 2%, HP1b binding inh -9%, BLM inh 0%, Tb PGK inh 4%, JMJD2A Tudor inh inconclusive, BAZ2B inh -25%, G9a inh 53%[activator] and GLS inhibitor 8%.
For CCOCN(C(=O)CSc1nc2ccccc2[nH]1)c1c(C)cccc1CC the results were Pin1 inhibitor 2%, Pol iota inh 1%, HP1b binding inh 29%, BLM inh -6%, Tb PGK inh -2%, JMJD2A Tudor inh -11%, BAZ2B inh 1%, G9a inh -40%[59 µM] and GLS inhibitor 3%.
C/C(=C\C(=O)c1ncc(C(F)(F)F)cc1Cl)N(C)C was read as Pin1 inhibitor 1%, Pol iota inh 19%, HP1b binding inh 54%[activator], BLM inh -3%, Tb PGK inh 2%, JMJD2A Tudor inh -8%, BAZ2B inh -14%, G9a inh inconclusive and GLS inhibitor 0%.
`CC1(C)C(CSc2nc3ccccc3[nH]2)C1(Cl)Cl` (stereo unspecified) gave Pin1 inhibitor -18%, Pol iota inh 13%, HP1b binding inh 43%[activator], BLM inh -8%, Tb PGK inh 2%, JMJD2A Tudor inh 19%, BAZ2B inh 32%, G9a inh 32% and GLS inhibitor -5%.
Screening O=C(O)[C@H](Cc1ccccc1)N1Cc2ccccc2C1=O returned Pin1 inhibitor -10%, Pol iota inh -14%, HP1b binding inh 14%, BLM inh 1%, Tb PGK inh -6%, JMJD2A Tudor inh -10%, BAZ2B inh inconclusive, G9a inh 79µM* and GLS inhibitor 7%.
COc1cc(C(=O)Nc2ccc(OCc3cc(=O)n4cccc(C)c4n3)cc2)cc(OC)c1OC was read as Pin1 inhibitor inconclusive, Pol iota inh 2%, HP1b binding inh 51%[57 µM], BLM inh -25%, Tb PGK inh inactive, JMJD2A Tudor inh -25%, BAZ2B inh 2%, G9a inh 6%[59 µM] and GLS inhibitor inconclusive.
`Cc1cc(C(=O)NCCc2ccc(S(N)(=O)=O)cc2)c(C)o1` gave Pin1 inhibitor -4%, Pol iota inh -9%, HP1b binding inh 1%, BLM inh 1%, Tb PGK inh -7%, JMJD2A Tudor inh -13%, BAZ2B inh -19%, G9a inh -9% and GLS inhibitor 0%.
Screening COc1cc(-c2cc(C(=O)Nc3ccc(S(=O)(=O)NCc4ccco4)cc3)c3ccccc3n2)cc(OC)c1OC returned Pin1 inhibitor 26%, Pol iota inh 18%, HP1b binding inh 12%, BLM inh -4%, Tb PGK inh 4%, JMJD2A Tudor inh -16%, BAZ2B inh -2%, G9a inh -39%[59 µM] and GLS inhibitor 1%.
Screening O=C(Nc1ccccc1C(=O)NC1CC1)c1ccc([N+](=O)[O-])o1 returned Pin1 inhibitor 4%, Pol iota inh 50µM*, HP1b binding inh -22%, Tb PGK inh -17%, JMJD2A Tudor inh inconclusive, BAZ2B inh inconclusive, G9a inh inconclusive and GLS inhibitor 104%[activator].
COCCCn1c(-c2ccc(Cl)cc2)n[nH]c1=S was read as Pin1 inhibitor -10%, Pol iota inh 3%[58.9 µM], HP1b binding inh -11%, BLM inh 1%, Tb PGK inh -7%, JMJD2A Tudor inh 7.9µM*, BAZ2B inh -17%, G9a inh 4µM* and GLS inhibitor -3%.
Cc1cc(C)cc(NC(=O)CCc2nnc3n(C)c(=O)c4sccc4n23)c1 was read as Pin1 inhibitor 0%, Pol iota inh -11%, HP1b binding inh 20%, BLM inh 0%, Tb PGK inh inactive, JMJD2A Tudor inh -5%, BAZ2B inh 2%, G9a inh -1%[59 µM] and GLS inhibitor -3%.
O=C(CCC(=O)N1CCc2ccccc2C1)N1CCN(S(=O)(=O)c2ccccc2)CC1 was read as Pin1 inhibitor -5%, Pol iota inh 12%, HP1b binding inh 23%, BLM inh -9%, Tb PGK inh -11%, JMJD2A Tudor inh -18%, BAZ2B inh 4%, G9a inh -4%[59 µM] and GLS inhibitor 2%.
Screening O=C(NCC1CCCO1)/C(=C/c1ccccc1)NC(=O)c1ccccc1 (stereo unspecified) returned Pin1 inhibitor -3%, Pol iota inh -10%, HP1b binding inh 32%, BLM inh -8%, JMJD2A Tudor inh -1%, BAZ2B inh -37%, G9a inh -17% and GLS inhibitor -8%.
For Cc1ccc(NC(=O)CSC2=C(C#N)C(c3ccc4c(c3)OCO4)C3=C(CCCC3=O)N2)c(C)c1 (stereo unspecified) the results were Pin1 inhibitor 16%, Pol iota inh inconclusive, HP1b binding inh 30%, BLM inh -9%, Tb PGK inh -6%, JMJD2A Tudor inh -26%, BAZ2B inh -34%, G9a inh 50µM* and GLS inhibitor 6%.
Screening O=S(=O)(O)c1cccc2cccnc12 returned Pin1 inhibitor 8%, Pol iota inh -4%, HP1b binding inh 23% and JMJD2A Tudor inh inconclusive.
Screening CCC(=O)Oc1c(Sc2ccc(Cl)cc2)c(C)nn1C(C)(C)C returned Pin1 inhibitor 5%, Pol iota inh -24%, HP1b binding inh 82%[activator], BLM inh -5%, Tb PGK inh inactive, JMJD2A Tudor inh 65%[activator], BAZ2B inh 100%[activator], G9a inh 48%[activator][59 µM] and GLS inhibitor -6%.
`O=C(CCN1CCOCC1)N1CCCC(Nc2cccc(F)c2)C1` (stereo unspecified) gave Pin1 inhibitor 3%, Pol iota inh 30%[activator], HP1b binding inh 60%[activator], BLM inh -3%, Tb PGK inh inactive, JMJD2A Tudor inh -8%, BAZ2B inh 3%, G9a inh 13% and GLS inhibitor -1%.
Cc1cc(-n2c(C)cc(C(=O)COc3ccc4ccc(=O)oc4c3)c2C)no1 was read as Pin1 inhibitor 47%[activator], Pol iota inh -6%, HP1b binding inh 7%, BLM inh -10%, Tb PGK inh -8%, JMJD2A Tudor inh -19%, BAZ2B inh -30%, G9a inh 57%[activator][12.7 µM] and GLS inhibitor 1%.
`COc1cc(OC)c(-c2oc3ccccc3c(=O)c2O)c(OC)c1` gave Pin1 inhibitor 0%, Pol iota inh 21%, HP1b binding inh 47%[activator], Tb PGK inh -14%, JMJD2A Tudor inh -13% and GLS inhibitor 4%.
For COc1cccc(N2CCN(S(=O)(=O)c3cn(C)cn3)CC2)c1 the results were Pin1 inhibitor -2%, Pol iota inh -3%, HP1b binding inh 45%[activator], BLM inh -3%, Tb PGK inh -2%, JMJD2A Tudor inh -15%, BAZ2B inh -2%[57.1 µM], G9a inh 13% and GLS inhibitor 12%.
For CCOC(=O)N1CCC(Nc2nc3ccccc3nc2NS(=O)(=O)c2ccc(Cl)cc2)CC1 the results were Pin1 inhibitor inconclusive, Pol iota inh inconclusive, HP1b binding inh -17%, BLM inh -8%, JMJD2A Tudor inh -29%, BAZ2B inh -2%, G9a inh 2%[12.7 µM] and GLS inhibitor 4%.
O=C(N/N=C/c1ccc2c(c1)OCO2)c1sc2cc(Cl)ccc2c1Cl was read as Pin1 inhibitor 5%, Pol iota inh 4%, HP1b binding inh 103%[activator], BLM inh -9%, Tb PGK inh -2%, JMJD2A Tudor inh 89µM*, BAZ2B inh inconclusive, G9a inh 1%[59 µM] and GLS inhibitor 6%.
`COc1ccccc1/C=N/OCC(=O)NCc1ccc2c(c1)OCO2` gave Pin1 inhibitor 7%, Pol iota inh 4%, HP1b binding inh 14%, BLM inh 0%, Tb PGK inh -7%, JMJD2A Tudor inh -14%, BAZ2B inh 1%, G9a inh -36% and GLS inhibitor 5%.
`COCCCNC(=O)/C=C/c1ccc(Cl)cc1Cl` gave Pin1 inhibitor 0%, Pol iota inh 9%, HP1b binding inh 18%, BLM inh 3%, Tb PGK inh -2%, JMJD2A Tudor inh -11%, BAZ2B inh -12%, G9a inh 2%[0.501 µM] and GLS inhibitor 5%.
For O=c1[nH]c(C2CCN(S(=O)(=O)c3ccc(C(F)(F)F)cc3)CC2)nc2c1nnn2Cc1ccc(F)cc1 the results were Pin1 inhibitor -5%, Pol iota inh 13%, HP1b binding inh 23%, BLM inh -6%, Tb PGK inh -3%, JMJD2A Tudor inh -11%, BAZ2B inh 0%, G9a inh -5% and GLS inhibitor 2%.
For Cc1cccc(OCC(=O)Nc2ccc(Cl)c(-c3nc4ncccc4o3)c2)c1C the results were Pin1 inhibitor 38%[activator], Pol iota inh -3%, HP1b binding inh 40%[activator], BLM inh -7%, Tb PGK inh -3%, JMJD2A Tudor inh 4%, BAZ2B inh 5%, G9a inh 5%[59 µM] and GLS inhibitor 2%.
`O=C(NCc1ccccn1)c1n[nH]c(=O)c2ccccc12` gave Pin1 inhibitor 4%, Pol iota inh 11%, HP1b binding inh 3%[57 µM], BLM inh 3%, Tb PGK inh 6%, JMJD2A Tudor inh -6%, BAZ2B inh 7%, G9a inh 29% and GLS inhibitor -1%.
Screening Cc1nnc(NC(=O)CSc2nnc(Cc3ccccc3)n2Cc2ccccc2)s1 returned Pin1 inhibitor 1%, Pol iota inh 0%, HP1b binding inh 42%[activator], BLM inh 4%, Tb PGK inh -1%, JMJD2A Tudor inh -21%, BAZ2B inh -12%, G9a inh 7%[59 µM] and GLS inhibitor -7%.
For COC(c1ccccc1)c1nnc(CCC(=O)N(C)CCOc2ccccc2)o1 (stereo unspecified) the results were Pin1 inhibitor -4%, Pol iota inh 34%[activator], HP1b binding inh 49%[activator], BLM inh 3%, Tb PGK inh -5%, JMJD2A Tudor inh -11%[11.4 µM], BAZ2B inh -1%, G9a inh 19% and GLS inhibitor -6%.
